From PubChem BioAssay
DT40 TDP1 no CPT – qHTS for Inhibitors of human tyrosyl-DNA phosphodiesterase 1 (TDP1): qHTS in cells in absence of CPT | actives 15% (n = 420,000) | Potency, µM (top dose mostly 46.2 µM), without a hit: at the highest dose activity change, negative = growth inhibition, most hits filed as inhibitors | DT40 Tdp1-/- hTDP1 cells, no CPT, ATP luminescence, 48 h; also: nearly all actives have a fitted effect of over 55% in size
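DT40 Tdp1-/-;hTDP1 cells, no CPT (DMSO vehicle only), 400 cells/well; compounds pin-transferred; ≥48 hr, 37 °C; CellTiter-Glo 30 min RT dark, luminescence read.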
TDP1 cell CPT – growth inhibition of DT40 Tdp1-/-;hTDP1 cells with camptothecin (screen for TDP1 inhibitors); chicken DT40 Tdp1-/-;hTDP1 cells + 20 nM CPT, ATP luminescence, 48 h; Potency, µM (top dose mostly 46.2 µM), without a hit: at the top dose activity change, negative = growth inhibition, usual class: inhibitors; actives 12% (n = 420,000); also: nearly all actives have a fitted effect of over 55% in size
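Cell growth measured by CellTiter-Glo luminescence after a minimum 48 h, 37 C compound exposure with 20 nM CPT in Tdp1-knockout DT40 cells stably expressing hTDP1, seeded 400/well; qHTS titration format.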
KAT2A inh – inhibitors of human GCN5L2 histone acetyltransferase; Q92830; GCN5L2 HAT assay, ThioGlo1 CoA-SH fluorescence; Potency, µM (top dose mostly 58.9 µM), without a hit: top-dose activity change, negative = inhibition, actives largely listed as inhibitors; actives 0.21% (n = 390,000); AID 504327
Target sequence (Q92830 whole entry, looked up): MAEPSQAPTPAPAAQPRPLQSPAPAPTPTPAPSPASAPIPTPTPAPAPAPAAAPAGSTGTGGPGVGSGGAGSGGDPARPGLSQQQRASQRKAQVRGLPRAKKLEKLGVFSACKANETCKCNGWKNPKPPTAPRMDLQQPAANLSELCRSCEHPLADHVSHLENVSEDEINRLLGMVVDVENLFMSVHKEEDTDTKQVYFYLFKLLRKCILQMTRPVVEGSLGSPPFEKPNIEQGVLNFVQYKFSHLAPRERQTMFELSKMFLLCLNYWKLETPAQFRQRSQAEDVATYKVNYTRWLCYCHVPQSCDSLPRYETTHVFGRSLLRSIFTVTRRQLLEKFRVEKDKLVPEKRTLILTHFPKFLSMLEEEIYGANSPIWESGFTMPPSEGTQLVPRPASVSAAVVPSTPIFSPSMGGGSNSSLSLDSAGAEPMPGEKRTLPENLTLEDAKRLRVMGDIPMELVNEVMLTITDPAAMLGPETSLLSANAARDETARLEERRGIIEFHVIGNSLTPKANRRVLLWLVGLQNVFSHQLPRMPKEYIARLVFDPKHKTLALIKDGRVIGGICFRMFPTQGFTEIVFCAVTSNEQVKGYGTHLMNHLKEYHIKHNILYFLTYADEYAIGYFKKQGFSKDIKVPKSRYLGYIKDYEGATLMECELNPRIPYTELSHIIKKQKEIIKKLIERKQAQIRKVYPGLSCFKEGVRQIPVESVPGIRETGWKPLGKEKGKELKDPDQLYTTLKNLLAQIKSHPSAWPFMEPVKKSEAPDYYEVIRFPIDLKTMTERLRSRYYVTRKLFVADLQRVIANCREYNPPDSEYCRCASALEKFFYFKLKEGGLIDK
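GCN5L2 (20nM final) in 50mM HEPES, 0.1mM EDTA pH 7.5, 0.01% Tween-20 was preincubated 15 min at room temperature with compound, then given ThioGlo1 (50uM), H3(1-25) peptide (75uM) and acetyl-CoA (70uM); CoA-thiol fluorescence (Ex340/Em540) was read at 0 and 20 min.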
The depositor's hits bear a star; ? = inconclusive; . = not tested or not shown; & = joins results of further samples. Calls follow the shape of the dose curve; as a rule, active = well fitted curve in the direction sought with a large enough effect; inconclusive = small, poorly fitted or top-dose-only effect, or another doubt; inactive = no such curve, though single readings can be large; an effect the other way counts as inactive or inconclusive. % is scaled to controls: 0 for no effect and ±100 for the full control effect; potency is read from the fitted curve at half-maximal effect.

SMILES	DT40 TDP1 no CPT	TDP1 cell CPT	KAT2A inh
O=C(Nc1ccncc1)C1CC1c1ccccc1 (stereo unspecified)	?	16µM*	-4%
O=C(O)c1cccc(NC(=O)c2cccc(S(=O)(=O)Nc3cccc([N+](=O)[O-])c3)c2)c1	8%	1%	0%
COc1ccc(C2=Nc3nc(-c4ccccc4)cn3C(c3ccc(OC)cc3)C2)cc1 (stereo unspecified)	?	-19%	-12%
Cc1cccc(NC(=O)NCc2cccnc2)c1C	-1%	13%	0%
CCCc1nnc(NC(=O)CCC(=O)N2CCN(CCn3c(C)ccc3C)CC2)s1	?	?	-2%
COc1ccc(S(=O)(=O)N2CCN(C(=O)NCc3ccc(C)cc3)CC2)cc1	-25%	-15%	2%
COc1ccc2nc(SCC(=O)Nc3ccccc3OC)[nH]c2c1	?	-2%	-7%
Cc1ccc([N+](=O)[O-])cc1N=C1C(=O)Nc2ccccc21	-30%	-20%	-8%
CC(O)c1nc2ccccc2n1Cc1ccccc1 (stereo unspecified)	4%	-18%	1%
CC(C)Oc1ccc(CN2CCC2(C)C(=O)NCc2cccc3ccccc23)cc1 (stereo unspecified)	15µM*	12µM*	.
O=S1(=O)CCC(=Nc2ccc(Cl)cc2)c2ccsc21	-10%	0%	3%
CC(C)(C)S(=O)N1Cc2cc(CO)cc(-c3ccccc3)c2[C@@H]1CCO (stereo partly specified)	?	?	.
COc1cc(C(=O)N2CCN(c3ccccn3)CC2)cc(OC)c1OC	-10%	-21%	2%
CC(=O)N1c2ccc(S(=O)(=O)NCCC(=O)NCc3ccc(Cl)cc3)cc2CC1C (stereo unspecified)	15µM*	?	-3%
Cc1ccc(/C=C(/C#N)C(=O)NC(C)c2ccccc2)o1 (stereo unspecified)	0%	4%	-5%
CCc1c(C(=O)NCc2ccc3c(c2)OCO3)[nH]c(C)c1C(C)=O	-39%	-32%	-4%
O=C(Nc1ccc(O)cc1C(=O)O)c1cccs1	-7%	-2%	5%
COc1ccc(Cc2noc(CN3CCC(c4ccncc4)CC3)n2)cc1OC	23µM*	21µM*	0%
COc1ccc(C2CC(c3c(-c4ccccc4)c4cc(Cl)ccc4[nH]c3=O)=NN2C(=O)CCC(=O)O)cc1 (stereo unspecified)	1%	1%	0%
Cc1cc(C(N)=O)nn1-c1c(Cl)cc(Cl)cc1Cl	-15%	0%	-30%
CCOC(=O)Cc1csc(NC(=O)CC)n1	-3%	8%	0%
COc1cc(C(c2sc3nc(C)nn3c2O)N2CCC3(CC2)OCCO3)cc(OC)c1OC (stereo unspecified)	16µM*	16µM*	-8%
COC(=O)c1ccc(C2C(C(C)=O)=C(O)C(=O)N2CCO)cc1 (stereo unspecified)	-8%	6%	0%
O=C(CCN1CCN(S(=O)(=O)c2ccc(Cl)cc2)CC1)Nc1ccccc1F	?	-11%	-7%
CC(C)CNC(=O)/C=C/C(=O)O	-15%	7%	-16%&-9%

15 entries from above, with values under each structure.
Results follow in this order: DT40 TDP1 no CPT | TDP1 cell CPT | KAT2A inh
- Cc1cccc(NC(=O)NCc2cccnc2)c1C
→ -1% | 13% | 0%
- CCCc1nnc(NC(=O)CCC(=O)N2CCN(CCn3c(C)ccc3C)CC2)s1
→ ? | ? | -2%
- COc1ccc(S(=O)(=O)N2CCN(C(=O)NCc3ccc(C)cc3)CC2)cc1
→ -25% | -15% | 2%
- COc1ccc2nc(SCC(=O)Nc3ccccc3OC)[nH]c2c1
→ ? | -2% | -7%
- Cc1ccc([N+](=O)[O-])cc1N=C1C(=O)Nc2ccccc21
→ -30% | -20% | -8%
- CC(O)c1nc2ccccc2n1Cc1ccccc1 (stereo unspecified)
→ 4% | -18% | 1%
- CC(C)Oc1ccc(CN2CCC2(C)C(=O)NCc2cccc3ccccc23)cc1 (stereo unspecified)
→ 15µM* | 12µM* | .
- O=S1(=O)CCC(=Nc2ccc(Cl)cc2)c2ccsc21
→ -10% | 0% | 3%
- CC(C)(C)S(=O)N1Cc2cc(CO)cc(-c3ccccc3)c2[C@@H]1CCO (stereo partly specified)
→ ? | ? | .
- COc1cc(C(=O)N2CCN(c3ccccn3)CC2)cc(OC)c1OC
→ -10% | -21% | 2%
- CC(=O)N1c2ccc(S(=O)(=O)NCCC(=O)NCc3ccc(Cl)cc3)cc2CC1C (stereo unspecified)
→ 15µM* | ? | -3%
- Cc1ccc(/C=C(/C#N)C(=O)NC(C)c2ccccc2)o1 (stereo unspecified)
→ 0% | 4% | -5%
- CCc1c(C(=O)NCc2ccc3c(c2)OCO3)[nH]c(C)c1C(C)=O
→ -39% | -32% | -4%
- O=C(Nc1ccc(O)cc1C(=O)O)c1cccs1
→ -7% | -2% | 5%
- COc1ccc(Cc2noc(CN3CCC(c4ccncc4)CC3)n2)cc1OC
→ 23µM* | 21µM* | 0%

Next section.
SMILES	DT40 TDP1 no CPT	TDP1 cell CPT	KAT2A inh
COC(=O)C(=N/Nc1ccccc1C(=O)OC)/C(C)=N/O	-7%	12%	-4%
Cc1ccc(-c2noc(CN3CCCCC3)n2)cc1	-12%	-2%	-1%
O=Cc1c(NCc2ccco2)nc2ccccn2c1=O	-25%	2%	0%
COc1cc(C(=O)OCC(=O)N(C)C)cc(NC(=O)c2ccco2)c1OC	?	2%	-5%
C=CC[n+]1cccc2cccc(O)c21	-20%	-17%	.
CSc1ncc(Cl)c(C(=O)Nc2ccc(NC(C)=O)cc2)n1	-19%&6%	3%&-3%	-2%&-2%
CN(C)CCCOC(=O)C1c2ccccc2Oc2ccccc21	0%	-2%	1%
CCOC(=O)c1[nH]c(C)c(C(=O)Nc2ccccc2C)c1C	1.5µM*	1.6µM*	-29%
CCc1cccc(CC)c1NC(=O)CO/N=C(\N)CC(=O)NC1CCCCC1	4%	-29%	-7%
Cc1ccc2cc3cc(C(=O)N4CCN(c5ccccc5)CC4)sc3nc2c1	-8%	3%	-1%
CCN(CC)C(=O)CC(c1ccc(F)cc1)c1ccco1 (stereo unspecified)	?	?	-1%
O=C(NCC1CCN(Cc2cccc(Cl)c2)CC1)Nc1cc(Cl)ccc1Cl	13µM*	23µM*	-12%
COc1ccccc1NC(=O)CSCc1cc(=O)c2cccc(Cl)c2[nH]1	-7%	-16%	-3%
O=C(O)c1cccc(Cn2c(Cl)c(/C=N/NC(=O)c3ccccc3Cl)sc2=O)c1	-4%	10%	?
COc1ccc(N2CCN(CCNC(=O)c3ccc(NC(=O)C4CCCO4)cc3)CC2)cc1 (stereo unspecified)	-14%	-12%	-5%
CCOc1ccc(-n2nc(CO)c(C(=O)NCCCc3ccccc3)n2)cc1	23µM*	15µM*	-15%
O=C1NN(c2ccccc2)C(=O)C1=Cc1ccccc1O	-16%	14%	.
NC(=O)NC(=O)CSc1nc2sc(-c3ccccc3)cc2c(=O)n1-c1ccccc1	?	-4%	-15%
COc1ccc(OCC(=O)Nc2nonc2NC(=O)COc2ccc(OC)cc2)cc1	14%	2%	-5%
COc1ccc2nc(SCC(=O)NCc3ccc(F)cc3)[nH]c2c1	?	?	1%
Cc1ccc2ccc(C(Nc3ccccc3)c3ccccc3)c(O)c2n1 (stereo unspecified)	6.5µM*	10µM*	.
CCN(CC)CCNC(=O)C1(O)c2cc(Br)ccc2NC(=O)N1c1c(F)cccc1F (stereo unspecified)	20%	-6%	19%
Cc1ccc(C(=O)NCc2ccc(F)cc2)cc1NC1=NC2CS(=O)(=O)CC2S1 (stereo unspecified)	-5%	6%	-2%
Cc1cccc(Cn2cnc3c(sc4nc(C)cc(C)c43)c2=O)c1	-22%	-5%	-1%
COc1cc(/C=C2/C(=O)ON=C2C)ccc1OCc1cccc(F)c1	16µM*	?	-9%
More structures.
SMILES	DT40 TDP1 no CPT	TDP1 cell CPT	KAT2A inh
COc1cccc(C(=O)NCCC2=CCCCC2)c1	-28%	?	-8%
Cc1ccc(S(=O)(=O)N2CCN(c3cc(-c4cccs4)nc4ccccc34)CC2)cc1	-1%	-2%	.
CC(=O)Oc1ccc(N2C(=O)C3C4C=CC(CC4)C3C2=O)cc1[N+](=O)[O-] (stereo unspecified)	2%	10%	11%
O=C(O)c1cc2c(cn1)[nH]c1ccccc12	-10%	2%	?
Cc1cccc(-n2ccc(=O)c(C(=O)Nc3ccc(S(=O)(=O)Nc4nccc(C)n4)cc3)n2)c1	10%	-20%	?
Cc1ccc(NC(=O)/C=C/c2ccccc2Cl)cc1Cl	-22%	-19%	0%
COc1ccc(CC(=O)N2CCNC2=O)cc1	-8%	-7%	2%
CC1(C)Cc2c(sc3nc(-c4ccccc4Cl)n(N)c(=O)c23)CO1	?	-13%	-12%
O=C(COc1ccc2c(c1)OCO2)Nc1ccc(Cl)cn1	-17%	?	-4%
Cc1nn(C)c(C)c1S(=O)(=O)N1CCCC(C(=O)NC2CCCCC2)C1 (stereo unspecified)	-23%	-19%	-7%
CC(=O)c1ccc(N2CCN(C(=O)c3noc4c3CSc3ccccc3-4)CC2)cc1	?	?	-3%
COc1ccc(C2=CC(=O)CC(C)(C)C2)cc1OC	-12%	-7%	-6%
CC[C@H]1OC(=O)[C@H](C)[C@@H](O[C@H]2C[C@@](C)(OC)[C@@H](O)[C@H](C)O2)[C@H](C)[C@@H](O[C@@H]2O[C@H](C)C[C@H](N(C)C)[C@H]2O)[C@](C)(O)C[C@@H](C)CN(C)[C@H](C)[C@@H](O)[C@]1(C)O	-3%&-3%	?	-17%
O=C(Nc1ccc2nc3n(c(=O)c2c1)CCCCC3)C(=O)N1CCN(c2ccc(F)cc2)CC1	?	?	3%
O=C(OCc1nc2ccsc2c(=O)[nH]1)c1ccc(Cl)nc1	1%	-5%	-18%
CCC1CN(C(=O)Nc2ccccc2C(F)(F)F)c2ccccc2S1 (stereo unspecified)	3%	-10%	-2%
C[C@H](NC(=O)N1CCn2c1nc1ccccc12)C(=O)NCCc1ccccc1	-4%	-5%	-18%
CCCCCCCCCc1nc(N)n[nH]1	-3%	-1%	2%
O=c1cc(CSc2ccc(Cl)cc2)[nH]c2[nH]n(-c3ccccc3)c(=O)c12	1%	19%	-24%
CCn1c(SCc2nc3ccccc3c(=O)[nH]2)nc2ccccc2c1=O	?	-23%	1%
O=C(c1ccc(F)cc1)N1CCCCC(Sc2nnc3ccccn23)C1=O (stereo unspecified)	-20%	-7%	.
C[C@H]1CN([C@@H](C)CO)C(=O)c2cccc(NC(=O)Nc3ccc(C(F)(F)F)cc3)c2O[C@H]1CN(C)C	?	21µM*	1%
NC(c1csc(Nc2cnccn2)n1)C1CCCCC1 (stereo unspecified)	-86%	23µM*	.
Cc1nnc(SCC(=O)Nc2nccs2)n1C(C)C	1%	3%	-1%
O=C(NCc1ccc(C(F)(F)F)cc1)c1cccc2c(-c3ccc(F)c(F)c3)coc12	?	?	.
(cont.)
SMILES	DT40 TDP1 no CPT	TDP1 cell CPT	KAT2A inh
CC(C)Cn1cnc2c(Sc3c([N+](=O)[O-])ncn3C)nc(N)nc21	?	?	.
Cc1cc(SCC#N)n2nc(C)c(-c3ccccc3)c2n1	-25%	-29%	-20%
O=C(CNC(=O)c1ccc(Br)o1)NCC(=O)OCc1ccccc1	-20%	9%	-3%
CCSc1nnc(SCC(=O)Nc2cc(C)on2)s1	7%	2%	-6%
COc1ccc(Cl)cc1-c1cc(C(=O)Nc2cc(OC)c(OC)c(OC)c2)[nH]n1	?	?	.
COc1ccc(S(=O)(=O)N2CCN(CC(=O)N3CCOCC3)CC2)cc1OC	-9%	1%	-2%
O=c1ccc(S(=O)(=O)N2CCCC2)cn1Cc1ccc(Cl)cc1Cl	12µM*	21µM*	0%
Ic1ccc(Nc2nc(NCCN3CCOCC3)nc(N3CCCC3)n2)cc1	11µM*	11µM*	.
CCOc1nc2c(c(=O)n(C)c(=O)n2C)n1Cc1ccccc1Cl	12µM*	16µM*	-2%
CCC(C)[C@H]1CNCCN1CCC12CC3CC(CC(C3)C1)C2 (stereo partly specified)	12µM*	26µM*	-7%
COc1ccc(N2C(=O)CC(NNC(=O)c3cc(C)oc3C)C2=O)cc1 (stereo unspecified)	10%	5%	-2%
O=C(NCCCN1CCOCC1)/C(=C/c1ccco1)NC(=O)c1ccccc1	-13%	-4%	-2%
Cc1c(Cl)cccc1NC(=O)c1ccc2c(c1)CCN2S(=O)(=O)c1ccccc1	?	?	-9%
CC(=O)Nc1ccc(C=CC(=O)c2ccc([N+](=O)[O-])cc2)cc1	?	?	.
CCCCn1nnnc1C(c1cc2ccccc2o1)N1CCOCC1 (stereo unspecified)	-21%	2%	.
O=C(NCCCn1ccnc1)c1cc(-c2cccnc2)nc2ccc(Br)cc12	-9%	18%	19%
Cc1cccc(NC(=O)c2ccc3[nH]c(=O)c(=O)[nH]c3c2)n1	?	-9%	-5%
CC(C)OCCCn1c(SCC(=O)Nc2ccccc2C(F)(F)F)nc2nccnc2c1=O	8%	1%	-4%
Cc1ccc(SCC(=O)NCCCN2CCOCC2)cc1	-8%	5%	-1%
